High-throughput results deposited in PubChem by The Scripps Research Institute Molecular Screening Center.
PLC-beta3 inh: blocks human PLC-beta3 enzyme activity | actives 0.18% (n = 370,000) | inhibition, % at 12.2 µM | Purified PLC-beta3, fluorogenic substrate, fluorescence; in the data active = inhibition above about 11%;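 note: 0% = median of compound wells on plate and 100% = full blocker control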
DDE Tn7 FP inh: disrupts Tn7 cyclic peptide binding to fibrin D-Dimer-E complex. AID 720508. actives 0.13% (n = 370,000). P02675. FP displacement of FITC-Tn7 peptide from fibrin DD(E); 0% = median of compound wells per plate. inhibition, % at 8.3 µM;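 active = inhibition above the mean of compounds falling within the control limits plus 3 SD of them, cut at about 14% in these data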;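 note: 0% = plate median of compound wells and 100% = 10 µM Aha-Tn7 peptide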
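Test system: human clot-derived fibrin DD(E) complex / Quantity: 2 µM final DD(E) protein / Incubation: 10 min plus 3 h, room temperature / Measured by: fluorescence polarization / Benchmarks: high control of 10 µM Aha-Tn7 peptide / Replicates: singlicate testing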
MBD2 inh: blocks human MBD2 binding to methylated DNA; inhibition, % at 4.4 µM; AID 686964; TR-FRET, MBD2 binding to methylated oligonucleotide; Q9UBB5; actives 0.31% (n = 370,000); in the data active = inhibition above about 13%
ADAM17 inh: ADAM17 inhibition, QFRET primary screen; inhibition, % at 6.95 µM; actives 0.83% (n = 370,000); P78536; recombinant ADAM17, EDANS/DABCYL FRET peptide cleavage;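 active = inhibition above the mean of compounds lying between control limits plus 3 SD, set per campaign, cut at about 8.5% in these data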;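 note: 0% = DMSO-only wells as the low control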
ARFGAP1 inhibitor: rat ARFGAP1 inhibition; Q62848; Arfgap1-stimulated ARF1 GTP hydrolysis, GDP FP detection; inhibition, % at 16.5 µM; actives 0.26% (n = 360,000); AID 651572;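 active = inhibition above a per-plate limit, mean inhibition of low control wells plus 3 SD, cut at about 25% in these data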;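 note: 0% = DMSO wells with enzyme and 100% = wells lacking Arfgap1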
Target sequence (Q62848 1-136 limits assumed): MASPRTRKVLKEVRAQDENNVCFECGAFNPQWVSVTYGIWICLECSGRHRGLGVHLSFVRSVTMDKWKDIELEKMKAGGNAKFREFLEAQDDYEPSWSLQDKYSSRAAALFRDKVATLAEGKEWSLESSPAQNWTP
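Material: rat Arfgap1 GAP domain (His6, aa 1-136), purified enzyme. Also added: human ARF1(Δ1-17)-GTP substrate. Compound dosing: 16.5 µM single point, 1.26% DMSO. Timing: enzyme reaction 120 min at 25 °C after 20 min preincubation. Signal: GDP detection by fluorescence polarization. Read-out basis: percent inhibition of GAP-stimulated GDP formation, scaled between DMSO and no-Arfgap1 medians.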
ASAP1 GAP inh: blocks human ASAP1-stimulated Arf1 GTP hydrolysis | Q9ULH1 | GDP FP detection | inhibition, % at 16.5 µM | actives 0.19% (n = 360,000) | AID 624377; in the data active = inhibition above about 25%;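 note: 0% = vehicle with enzyme and substrate and 100% = no enzyme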
Target sequence (Q9ULH1 325-724 limits assumed): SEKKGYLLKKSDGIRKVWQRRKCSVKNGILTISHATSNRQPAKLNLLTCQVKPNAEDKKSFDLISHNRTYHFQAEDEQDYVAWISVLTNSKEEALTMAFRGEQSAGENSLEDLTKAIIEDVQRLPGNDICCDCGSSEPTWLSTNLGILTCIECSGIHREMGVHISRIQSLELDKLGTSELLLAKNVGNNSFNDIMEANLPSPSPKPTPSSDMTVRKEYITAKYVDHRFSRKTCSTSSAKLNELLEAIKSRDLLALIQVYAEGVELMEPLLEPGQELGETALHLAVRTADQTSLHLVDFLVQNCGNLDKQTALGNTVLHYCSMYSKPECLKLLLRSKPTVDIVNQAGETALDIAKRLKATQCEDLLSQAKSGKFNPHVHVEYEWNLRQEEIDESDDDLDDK
Tn6 DDE FP: inhibitors of Tn6 peptide binding to human fibrin DD(E). P02675. Fibrin DD(E) TRITC-Tn6 fluorescence polarization displacement. inhibition, % at 8.3 µM. actives 0.21% (n = 370,000);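 active = inhibition above a per-campaign cutoff: mean of compounds within control limits plus 3 SD, cut at about 15% in these data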;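 note: 0% = median of all compound wells on the plate and 100% = blocking peptide control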
KLK7 zymogen act: activates the human kallikrein-7 zymogen; P49862; purified proKLK7, EDANS-DABCYL substrate fluorescence; 100% is mature enzyme control, 0% vehicle; activation, % at 7 µM; actives 0.9% (n = 370,000); AID 652039;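 active = activation above the mean of all tested compounds plus 3 SD, computed per campaign excluding outliers beyond control limits, cut at about 13% in these data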
Target sequence (P49862 whole entry, looked up): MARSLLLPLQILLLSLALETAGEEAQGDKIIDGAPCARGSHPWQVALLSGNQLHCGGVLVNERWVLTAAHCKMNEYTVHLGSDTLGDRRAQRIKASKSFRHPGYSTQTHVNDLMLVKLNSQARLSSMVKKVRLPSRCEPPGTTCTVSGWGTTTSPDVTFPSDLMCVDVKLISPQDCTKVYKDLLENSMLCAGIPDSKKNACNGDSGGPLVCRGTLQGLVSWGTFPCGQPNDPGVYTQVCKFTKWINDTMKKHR
PLCg1 inh: inhibitors of human phospholipase C gamma1; inhibition, % at 12.2 µM; purified PLC-gamma1, fluorogenic substrate, fluorescence; P19174; AID 720700; actives 0.84% (n = 370,000); in the data active = inhibition above about 9.5%
UHRF1 binding: UHRF1 methyl-DNA binding inhibition | Q96T88 | UHRF1 binding to methylated oligo, TR-FRET | inhibition, % at 4.4 µM | actives 0.75% (n = 370,000) | AID 687016; in the data active = inhibition above about 21%;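 note: UHRF1 SRA domain binding a hemimethylated CpG hairpin DNA probe; 0% = median of test compound wells and 100% = reference inhibitor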
An asterisk follows results filed as active; i = inactive; . = not tested or not shown.

SMILES	PLC-beta3 inh	DDE Tn7 FP inh	MBD2 inh	ADAM17 inh	ARFGAP1 inhibitor	ASAP1 GAP inh	Tn6 DDE FP	KLK7 zymogen act	PLCg1 inh	UHRF1 binding
CC1CN(c2ccc(C(=O)c3ccccc3C(=O)O)cc2[N+](=O)[O-])CC(C)O1 (stereo not given)	6.3	-1.7	-3.1	0.2	0.4	-3.7	7.4	0.0	5.7	-1.3
COC(=O)C[C@@H]1CC[C@@H]2[C@@H](COc3ccc(NC(=O)Nc4ccc(F)cc4)cc3C(=O)N2C)O1	0.9	-0.2	2.3	-4.2	.	.	8.3	-0.3	0.8	-1.1
Cc1ccc(C2=NOC(C)(c3nnc(-c4ccncc4)o3)C2)cc1 (stereo not given)	-2.9	1.6	3.4	-4.0	3.6	-0.4	-1.4	0.9	-1.4	0.9
CCn1cc(C(=O)OCC(=O)Nc2cc(S(=O)(=O)N(C)C)ccc2C)c(=O)c2ccc(C)nc21	4.7	-2.6	2.2	-0.3	10.4	3.6	-15.5	0.8	3.3	2.1
COc1cccc(CC(=O)Nc2cc(S(=O)(=O)N3CCOCC3)ccc2N2CCOCC2)c1	-14.7	1.7	-4.6	-7.5	8.0	3.0	4.0	0.0	-3.0	1.8
CCn1cc(C(=O)NCCCN(CC(C)C)CC(C)C)c(=O)c2cc(S(=O)(=O)N(C)C3CCCCC3)ccc21	-9.3	-0.7	2.0	3.5	7.3	13.9	2.8	-0.3	1.7	1.8
Cc1csc(-c2cc(C(=O)NCc3ccc(F)cc3)n[nH]2)c1	-1.8	-2.4	-2.4	1.2	0.5	3.0	5.6	-1.5	-0.7	-1.3
O=C(NNC(=O)c1ccccc1O)c1ccc(S(=O)(=O)Nc2ccccc2F)cc1	-12.3	4.0	-10.3	0.0	9.6	-13.0	-1.3	-0.4	-0.8	1.6
Cc1ccc(OC(=O)c2ccc(C)c([N+](=O)[O-])c2)cn1	-1.5	7.3	-0.9	-2.7	-3.3	4.2	3.1	0.8	-2.4	-1.4
COc1ccc(-c2oc(=O)c3cc(OC)c(OC)cc3c2-c2ccc3c(c2)OCO3)cc1	-10.1	-1.3	-0.6	-3.4	-8.2	1.1	-3.7	-0.1	-7.3	-1.7
O=C(CCC(=O)Nc1ccccc1)NNC(=O)COc1ccccc1	0.1	8.4	1.9	-2.9	5.8	-8.8	-0.8	-0.4	1.3	4.5
COc1ccc(-c2cc(C(F)(F)F)nc(SCC(=O)N(C)Cc3cn(C)nc3C)n2)cc1OC	i	-1.9	-2.5	-113.0	-4.6	-17.6	1.7	32.5*	i	-0.9
C=CCn1c(-c2cc(-c3ccc(C)cc3)nc3ccccc23)n[nH]c1=S	-25.3	12.2	-1.6	-16.8	-13.7	8.3	5.8	1.9	-22.2	-3.2
CC(=O)NS(=O)(=O)c1ccc(NC(=O)C(Sc2ccccc2)c2ccccc2)cc1 (stereo not given)	8.8	2.0	-0.4	2.9	-8.8	0.7	0.6	-0.7	-1.6	0.5
CCC(=O)N1CCN(c2ccc(NC(=O)c3ccccc3)cc2)CC1	-1.1	3.5	-3.4	2.3	11.3	5.6	-1.8	-0.2	3.7	2.0
C[C@H]1CN=C(Nc2ccccc2)N1CCc1ccc(F)cc1	2.7	10.6	5.6	-3.9	-4.0	-8.7	-2.2	-0.3	0.1	5.4
Cc1ccccc1NC(=O)CCSc1nnnn1-c1ccccc1	-2.6	-3.1	2.1	-4.5	-3.0	-4.7	2.1	-0.2	0.8	2.5
COCCSc1nnc(NC(=O)C2CC(=O)N(C3CCCC3)C2)s1 (stereo not given)	-4.8	-2.0	-2.5	0.4	-2.9	-10.8	2.7	-0.3	-3.4	-1.7
O=C(O)c1cc(Cl)c2ccccc2c1O	-69.2	-4.5	1.6	-51.9	-0.4	7.1	-8.4	-20.6	-50.2	-0.4
CCOc1ccccc1-c1noc(CCCC(=O)NC2CCCCC2)n1	-8.2	6.6	-0.2	-3.3	6.7	0.4	-3.1	0.1	-1.9	1.8
CCOc1ccc(CCN2C(=S)N([C@@H](CC(C)C)CN3CCC[C@@H]3CN3C(=S)NC[C@@H]3Cc3ccc(O)cc3)C[C@@H]2Cc2ccc(O)cc2)cc1	4.6	8.8	6.8	3.9	2.1	0.8	-8.1	-0.4	4.4	1.8
CCCNC(=S)NNC(=O)c1cccs1	-0.1	-1.9	0.6	-1.0	-1.9	3.6	3.9	3.0	4.2	-0.7
CCc1c(C)nc2nc(SCc3ccccc3Cl)[nH]n2c1=O	-5.8	1.1	5.6	-6.0	0.8	6.0	-13.4	-0.1	-2.8	2.7
Cc1ccc(C)c(S(=O)(=O)Nc2ccc3oc(C)c(C(=O)O)c3c2)c1	-35.9	-0.9	2.3	4.7	5.7	-2.9	-0.5	0.3	-18.0	23.7*
CCOC(=O)C(NC(=O)NCc1ccccc1OC)(OCC)C(F)(F)F (stereo not given)	-0.7	1.6	-5.5	-1.2	7.8	-4.4	1.0	-0.2	4.1	-5.0

Continued:
SMILES	PLC-beta3 inh	DDE Tn7 FP inh	MBD2 inh	ADAM17 inh	ARFGAP1 inhibitor	ASAP1 GAP inh	Tn6 DDE FP	KLK7 zymogen act	PLCg1 inh	UHRF1 binding
CCn1c(CNC(=O)Cc2ccc(OC)cc2)nnc1SCCOc1ccccc1	1.0	-7.3	-2.2	2.4	-14.4	9.6	2.2	-1.1	-0.7	0.2
O=C(CSc1nnc2ccc(-c3ccccn3)nn12)Nc1ccccc1F	-3.6	7.8	-0.4	-2.0	-6.0	15.3	-2.0	0.4	-0.4	-0.9
Cc1cc(=O)oc2cc(OCC(=O)NC3(C#N)CCCCC3)ccc12	-127.2	4.0	-5.0	-192.8	-2.1	-2.5	6.7	-3.8	-113.6	1.4
Cc1c(C(=O)NCC2CCCO2)oc2ccc(S(=O)(=O)N3CC(C)CC(C)C3)cc12 (stereo not given)	-2.3	-4.8	7.5	-3.6	7.9	-1.4	-5.1	-0.3	2.2	1.8
CCC(=O)c1ccc(/C=C/c2nc3ccccc3n2C)o1	i	2.0	7.6	i	17.3	-2.6	-3.0	4.6	i	1.0
O=C(Nc1ccc(CN2CCOCC2)cc1)c1ccc(-c2cccc(Cl)c2)o1	-49.2	-1.8	6.7	-4.0	32.4*	13.6	-4.3	-1.9	-31.6	2.6
Cc1ccc(C)c(NC(=O)CS(=O)(=O)c2cccc3nsnc23)c1	-2.4	-0.3	-2.3	-1.3	4.5	0.1	-0.8	0.0	1.4	3.4
Cc1cccn2c(=O)c3cc(C(=O)NCCC4=CCCCC4)n(C)c3nc12	-263.2	-10.4	5.0	-54.5	-3.7	-1.1	-6.0	-3.0	-188.6	-0.2
COc1ccc(C(C(=O)NC2CCCC2)N(C(=O)c2ccoc2C)c2ccccc2)cc1 (stereo not given)	-0.1	0.6	0.9	-2.9	11.3	-3.9	2.3	1.5	0.8	12.7
CCCCN1C(=O)c2ccc(C(=O)NC3(C)CCS(=O)(=O)C3)cc2C1=O (stereo not given)	-1.8	0.8	0.4	-4.5	8.7	-4.4	-7.0	0.3	6.1	-1.6
CN1C2CCC1CC(NC(=O)c1cc(Cl)cc3[nH]cnc13)C2 (stereo not given)	1.6	5.6	-1.1	1.1	7.7	-0.3	0.9	-0.1	1.5	4.0
O=C(CCc1nc(-c2ccccc2)c(-c2ccccc2)o1)OCc1ccc(Br)cc1	-1.4	1.0	7.2	-3.7	-15.8	-2.9	-14.9	0.3	2.3	-0.4
CCN1CC(CN(C)Cc2nc(-c3ccc(Cl)cc3)no2)CC1=O (stereo not given)	3.5	-3.0	0.7	-3.6	18.4	16.7	0.7	-0.5	-0.5	0.2
O=C(Nc1ccc(F)cc1)OCc1cn(Cc2c(F)cccc2F)nn1	-2.6	-1.6	1.9	-1.6	.	.	4.5	0.0	-0.9	4.6
Cc1cc(=O)oc2c(C)c(OC(=O)c3ccco3)ccc12	-308.4	7.4	2.9	-30.9	12.4	8.6	3.9	84.6*	-193.1	-1.7
COc1ccccc1N1CCN(C(=O)C2CCN(S(=O)(=O)c3ccccc3F)CC2)CC1	-5.0	-5.8	-0.8	0.3	-12.0	-4.0	-5.7	0.2	3.0	-0.5
Cc1c(C)c2ccc(OCC(=O)NCCCn3ccnc3)c(C)c2oc1=O	-36.5	-6.5	3.8	-64.3	-2.7	-6.6	1.8	-0.2	-19.1	1.8
Cc1ccc(C(=O)NC(C(=O)NC2CCCC2)c2ccccc2)cc1 (stereo not given)	-8.8	7.0	-1.3	0.5	-5.8	-4.5	-8.9	-0.5	2.4	5.6
COc1cc2c(cc1OC)C(c1cc([N+](=O)[O-])ccc1O)NCC2 (stereo not given)	-4.0	-3.5	1.6	-0.7	0.1	11.9	-6.3	-0.1	-1.9	-2.2
O=S(=O)(NCCCc1ccccc1)c1ccc(Cl)cc1	-0.3	-2.7	-0.8	5.7	4.4	-1.7	2.2	0.1	-1.6	6.0
Cc1ccc(S(=O)(=O)NC(=O)Nc2ccc(N(C)C)cc2)cc1	-2.9	-0.5	-2.5	1.8	-109.8	-84.1	-2.8	0.1	2.5	4.1
CCCNC(=O)C1CC(c2cccc(F)c2)=NO1 (stereo not given)	4.0	-1.8	0.8	-3.5	8.9	1.7	2.6	0.4	1.1	4.0
CC(C)c1ccc(N2CC(C)(C)C2=O)cc1	3.8	-5.4	2.9	2.0	6.9	3.0	-4.0	0.1	1.5	1.7
CCCCn1c(N)c(N(CC(C)C)C(=O)CSc2nn(-c3ccc(F)cc3)c(=S)s2)c(=O)[nH]c1=O	-13.1	2.2	7.0	-3.3	-16.7	-3.8	-8.1	1.8	2.0	3.9

No new results follow: entries from further up.
SMILES	PLC-beta3 inh	DDE Tn7 FP inh	MBD2 inh	ADAM17 inh	ARFGAP1 inhibitor	ASAP1 GAP inh	Tn6 DDE FP	KLK7 zymogen act	PLCg1 inh	UHRF1 binding
CCC(=O)c1ccc(/C=C/c2nc3ccccc3n2C)o1	i	2.0	7.6	i	17.3	-2.6	-3.0	4.6	i	1.0
O=C(Nc1ccc(CN2CCOCC2)cc1)c1ccc(-c2cccc(Cl)c2)o1	-49.2	-1.8	6.7	-4.0	32.4*	13.6	-4.3	-1.9	-31.6	2.6
Cc1ccc(C)c(NC(=O)CS(=O)(=O)c2cccc3nsnc23)c1	-2.4	-0.3	-2.3	-1.3	4.5	0.1	-0.8	0.0	1.4	3.4

Results in DDE Tn7 FP inh and MBD2 inh, for 3 of the compounds above:
Structure	DDE Tn7 FP inh	MBD2 inh
Cc1cccn2c(=O)c3cc(C(=O)NCCC4=CCCCC4)n(C)c3nc12	-10.4	5.0
COc1ccc(C(C(=O)NC2CCCC2)N(C(=O)c2ccoc2C)c2ccccc2)cc1 (stereo not given)	0.6	0.9
CCCCN1C(=O)c2ccc(C(=O)NC3(C)CCS(=O)(=O)C3)cc2C1=O (stereo not given)	0.8	0.4
